Assay outcomes (PubChem BioAssay)
LDHA inh = qHTS assay for inhibitors of human lactate dehydrogenase; L-lactate dehydrogenase A chain (Homo sapiens), P00338; purified LDHA, NADH/diaphorase-resazurin fluorescence; stronger effect = lower value; activity change, % (values are at about 110 or 230 µM); 480,000 compounds, 0.15% hits; AID 1347041, 2019; in the data active means activity change below about -30%; inconclusive means mostly about -25% to -30%;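 further: plate controls were DMSO wells for no effect and wells without enzyme for full effect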
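Remaining NADH was detected by diaphorase (0.133 mg/mL) converting 37 µM resazurin to fluorescent resorufin, read at 0 and 20 minutes. The preceding 5-minute room-temperature reaction used 2 nM LDHA, 0.2 mM sodium pyruvate and 0.06 mM NADH at pH 7.4.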
ERG Ets-DNA blk = qHTS for Small Molecule Inhibitors of the ERG Ets/DNA interaction; Transcriptional regulator ERG (Homo sapiens), P11308; fluorescence polarization, His-ERG Ets domain / labelled DNA; Potency, µM (top dose mostly 76.9 µM), for inactives: at the top dose FP activity, negative = inhibition, most hits filed as inhibitors; 370,000 compounds, 0.028% hits; AID 624246, 2012; active means well fitted inhibition curve with a large enough effect in the polarisation, with a control signal flat; inconclusive means small, poorly fitted or top-dose-only effect, or effect the other way, or a change in a side signal; inactive means no such curve, though single readings can be large or run the other way; the % refers to the polarisation;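 further: polarization taken with two DNA probes labelled with fluorescein and Texas red; potency means the concentration at half of the fitted maximal effect; % of control where 0% means no effect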
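His-tagged ERG Ets domain (1 uM in the protein solution; 300mM KCl, 50mM Tris-HCl, 1mM EDTA, 1mM DTT, pH 7.5) received compound, then a probe mix of 5 nM fluorescein-DNA and 100nM Texas-615-DNA. Fluorescence polarization was read for both dyes.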
ALOX12 inh = Primary qHTS assay for inhibitors of human arachidonate 12S-lipoxygenase (ALOX12): Round 2; Polyunsaturated fatty acid lipoxygenase ALOX12 (Homo sapiens), P18054; purified 12hLO, xylenol orange hydroperoxide absorbance; Potency, µM (titrated, usually from 108 µM), for inactives: at the top dose activity change, negative = inhibition, hits mostly inhibitors; 580,000 compounds, 1.1% hits; AID 1671190, 2021; further: potency means the concentration at half of the fitted maximal effect; on the % scale 0 is the no-effect control and ±100 the full control effect
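Hydroperoxide product was detected by ferrous iron/xylenol orange as the 573 to 405 nm absorbance ratio. Arachidonic acid at 40 uM (final) was turned over for 30 min at room temperature by 150 nM human 12hLO, pH 7.0 Hepes buffer, after 15 min compound preincubation.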
GRP78 ERSR act = qHTS for Inducers of the Endoplasmic Reticulum Stress Response (ERSR) in Human Glioma: qHTS; U87-MG GRP78 promoter luciferase reporter, 16 h; Potency, µM, for inactives: top-dose activation, hits mostly activators; 420,000 compounds, 0.02% hits; AID 602332, 2012; further: potency means the concentration at half of the fitted maximal effect; series mostly up to about 76 µM; % of control where 0% means no effect; nearly all actives have a fitted effect of over 35% in size
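ERSR induction read as luciferase luminescence (Bright-Glo, 10 min at room temperature) in stably transfected human U87-MG glioma cells exposed to compounds for 16 h, using GRP78 as sensor.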
Vif-APOBEC3F blk = qHTS for Inhibitors of Vif-A3F Interactions: qHTS | 390,000 compounds, 0.2% hits | Potency, µM (doses to about 46.1 µM), for the others: at the highest dose activity, negative = active | AID 602313, 2012 | HeLa A3F-eYFP + Vif (tagged APOBEC3F with the HIV-1 protein that degrades it), YFP fluorescence increase; further: potency means the concentration at half of the fitted maximal effect; % of control where 0% means no effect; nearly all actives have a fitted effect of over 65% in size
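HeLa cells stably expressing Vif plus C-terminally eYFP-tagged A3F were seeded, incubated overnight at 37 deg C, dosed with compound, incubated overnight again at 37 deg C. Yellow fluorescence (Ex 488/Em 500-530) reported blocked Vif-mediated A3F-eYFP degradation.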
Vif-A3G inh = qHTS for Inhibitors of Vif-A3G Interactions: qHTS | DNA dC->dU-editing enzyme APOBEC-3G (Homo sapiens), Q9HC16 | HeLa A3G-eYFP + Vif (tagged APOBEC3G with the HIV-1 protein that degrades it), YFP fluorescence, overnight | Potency, µM (titrated, usually from 46.1 µM), for the others: at the top dose activity, negative = active, most hits filed as inhibitors | 410,000 compounds, 0.076% hits | AID 602310, 2012;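 further: potency means the concentration at half of the fitted maximal effect; on the % scale 0 is the no-effect control and ±100 the full control effect; nearly all actives have a fitted effect of over 60% in size; hits raise eYFP signal because A3G escapes Vif-driven loss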
Target sequence (Q9HC16 whole entry, looked up): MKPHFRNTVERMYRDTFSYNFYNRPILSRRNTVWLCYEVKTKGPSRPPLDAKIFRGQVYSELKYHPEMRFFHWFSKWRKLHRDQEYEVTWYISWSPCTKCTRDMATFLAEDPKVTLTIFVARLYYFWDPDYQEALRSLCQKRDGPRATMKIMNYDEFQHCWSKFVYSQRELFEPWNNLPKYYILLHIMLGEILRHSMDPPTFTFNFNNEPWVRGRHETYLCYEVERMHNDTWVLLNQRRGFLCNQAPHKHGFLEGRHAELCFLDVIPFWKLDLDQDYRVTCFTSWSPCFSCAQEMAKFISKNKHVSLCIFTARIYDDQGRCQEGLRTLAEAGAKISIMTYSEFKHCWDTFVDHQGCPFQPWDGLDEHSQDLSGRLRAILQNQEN
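Read-out is eYFP fluorescence (Ex 488/Em 500-530) from Vif-expressing HeLa A3G-eYFP cells; more signal means A3G escaped Vif-mediated degradation. Cells plated overnight, compound pinned in, incubated overnight at 37 deg C.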
RGS4 inh = Inhibitors of Regulator of G Protein Signaling (RGS) 4: qHTS; Transcreener GDP fluorescence polarization, RGS4-accelerated GTP hydrolysis; Regulator of G-protein signaling 4 (Homo sapiens), P49798; Potency, µM (top dose mostly 114 µM), for inactives: top-dose activity change, negative = inhibition, most hits filed as inhibitors; 390,000 compounds, 0.039% hits; further: potency means the concentration at half of the fitted maximal effect; on the % scale 0 is the no-effect control and ±100 the full control effect; nearly all actives have a fitted effect of over 75% in size; some results filed as inactive show a strong effect at the top dose
Target sequence (P49798 whole entry, looked up): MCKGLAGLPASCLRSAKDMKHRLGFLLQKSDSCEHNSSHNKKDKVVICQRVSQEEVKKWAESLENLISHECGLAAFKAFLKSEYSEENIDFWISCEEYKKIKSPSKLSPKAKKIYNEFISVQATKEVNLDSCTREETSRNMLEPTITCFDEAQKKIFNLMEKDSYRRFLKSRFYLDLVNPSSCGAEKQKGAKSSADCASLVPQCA
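MLSMR compounds (23 nl, pin-transferred) preincubated 10 min at room temperature with a 500nM (2x) first reagent, then RGS4 at 900nM (2x) plus Transcreener GDP mix added; fluorescence polarization (620/688 nm) read before and after 90 min at 30 °C.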
D2 ag = HTS Assay for Allosteric Agonists of the Human D2 Dopamine Receptor: Primary Screen for Agonists. D(2) dopamine receptor (Homo sapiens), P14416. HEK293 T-REx D2 cells, calcium flux agonist mode. activation, % at 2 µM. 340,000 compounds, 0.53% hits. AID 485358, 2010;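 active means activation over 3 SD above normal in the single-dose calcium agonist read, cut at about 30% in these data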; further: 0% is about no effect
Target sequence (P14416 whole entry, looked up): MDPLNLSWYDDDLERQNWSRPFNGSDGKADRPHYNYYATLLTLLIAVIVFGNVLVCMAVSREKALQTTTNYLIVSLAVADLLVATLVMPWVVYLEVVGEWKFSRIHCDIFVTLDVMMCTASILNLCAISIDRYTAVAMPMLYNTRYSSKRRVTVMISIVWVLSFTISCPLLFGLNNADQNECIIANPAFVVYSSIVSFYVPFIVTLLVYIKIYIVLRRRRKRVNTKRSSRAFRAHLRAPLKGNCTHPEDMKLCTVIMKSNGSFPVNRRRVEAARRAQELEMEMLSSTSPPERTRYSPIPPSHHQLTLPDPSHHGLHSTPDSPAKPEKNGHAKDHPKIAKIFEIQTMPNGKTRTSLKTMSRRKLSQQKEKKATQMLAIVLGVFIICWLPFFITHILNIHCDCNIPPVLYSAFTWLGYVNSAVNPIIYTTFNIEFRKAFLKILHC
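In this primary screen, compounds producing a positive calcium signal within 180 s of addition to tetracycline-induced, force-coupled HEK293 Trex D2 cells are flagged; cells are dye-loaded with a no-wash calcium kit beforehand.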
D2 antag = HTS Assay for Allosteric Antagonists of the Human D2 Dopamine Receptor: Primary Screen for Antagonists; D(2) dopamine receptor (Homo sapiens), P14416; inhibition, % at 10 µM; AID 485344, 2010; 340,000 compounds, 2% hits; HEK293 TREx D2 cells, calcium flux, dopamine EC80; in the data active means inhibition above about 30%; further: 0% is about no effect
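Read-out: kinetic calcium fluorescence (1 cycle/s) in inducible HEK293 T-REx D2 cells after an EC80 dopamine addition that followed 180 s compound preincubation. Loss of the dopamine response indicates antagonism.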
* marks the source's active call; other numbers are inactive results; ? = inconclusive; . = not tested or not shown; & = joins results of further samples; [ ] = remark or other dose. Unless noted, the call rests on the fitted dose curve; in most records, active means well fitted curve in the direction sought with a large enough effect; inconclusive means small, poorly fitted or top-dose-only effect, or another doubt; inactive means no such curve, though single readings can be large; an effect the other way counts as inactive or inconclusive.

Values run as follows: GRP78 ERSR act | D2 ag | Vif-A3G inh | Vif-APOBEC3F blk | RGS4 inh | ALOX12 inh | ERG Ets-DNA blk | D2 antag | LDHA inh
- C=CCNC(=S)NC1CC(C)(C)NC(C)(C)C1
    2% | 0.5 | 4% | -12% | -4% | -17% | 1% | 16 | -4
- COc1cc(OC)cc(-c2nc3nc(C)c(CCC(=O)NCCC(C)C)c(C)n3n2)c1
    -2% | -0.4 | 3% | 4% | -15% | -7% | 0% | . | 5
- CN1C(C(=O)NCc2ccc(OC(F)(F)F)cc2)CC2Cn3c(nc4ccccc43)C21 (stereo not given)
    -3% | 0.9 | 2% | -5% | -36% | -21% | 0% | -4 | 5
- CCc1ccc(-c2cc(C)no2)cc1S(=O)(=O)N1CCN(c2ccc(OC)cc2)CC1
    6% | 0.8 | 1% | 4% | -21%[11.4 µM] | -7% | 15% | 5 | 0
- CCCc1cc(=O)[nH]c(SCC(=O)Nc2ccc(OC(F)F)cc2)n1
    -2% | 0.1 | 3% | 6% | 37% | -26% | -9% | -2 | -4
- O=C(Nc1cc([N+](=O)[O-])ccc1F)C1CC1
    -2% | -0.5 | 0% | -21% | -51% | -11% | 14% | 3 | -8
- Cc1ccc(S(=O)(=O)N2CCN(Cc3cccc(F)c3)CC2)cc1
    -6% | . | -2% | -13% | -19% | ? | 16% | . | -13
- Cc1cc(C)cc(N(CC(=O)NC2CCCCC2)C(=O)CNC(=O)c2ccco2)c1
    -1% | 1.0 | -3% | 17% | 32% | 5% | 4% | -4 | -6
- Cc1ccc(-c2nc3ncccc3o2)cc1NC(=S)NC(=O)c1ccco1
    0% | -1.5 | 0% | 5% | ? | -11% | 13% | -2 | 11
- Cc1cc(N2CCOCC2)n2ncc(-c3ccccc3Cl)c2n1
    4% | -3.3 | -1% | -11% | 8% | -5% | 12% | 4 | -4
- CCC(C)(C)NC(=O)c1ccc2c(c1)OCCO2
    1% | 1.8 | 2% | 7% | -4% | -6% | 6% | -8 | -4
- Cc1cc(F)ccc1NC(=O)CCc1ccc(S(=O)(=O)N2CCOCC2)cc1
    -3% | 0.2 | -1% | 1% | 11% | 5% | 4% | -33 | -3
- CC(=O)c1nn(-c2ccc(Br)cc2)cc1C(=O)c1ccccc1
    -3% | 1.1 | -6% | -9% | -7% | 0% | -4% | 9 | -7
- CSc1ccccc1C(=O)NCc1ccccc1
    5% | -0.5 | 0% | 0% | 4% | 45%[activator] | 4% | -14 | -4
- CCOc1ccc(C(=O)NC2CC(=O)N(c3ccc(C)cc3)C2)cc1OCC (stereo not given)
    0% | 0.1 | 4% | 2% | -6% | -22% | 1% | . | -4
- FC(F)(F)c1cc(-c2ccco2)nc(-n2cnc3ccccc32)n1
    -5% | 0.2 | -3% | -5% | 1% | 16% | -10% | -6 | -6
- CCOC(=O)/C=C1\SCC(=O)N1CC(=O)c1ccc[nH]1
    -2% | -1.5 | -1% | -8% | -18% | -15% | -1% | 6 | 0
- Cc1ccccc1Cc1c(C)nc2nc(SCC(=O)NCCc3ccc(Cl)cc3)nn2c1C
    -3% | 0.5 | -1% | 3% | -4% | -7% | 2% | . | -1
- COc1ccc(NC(=O)c2cc(-c3ccccc3)on2)cc1
    -1% | 0.1 | 1% | -5% | 11% | 0% | -4% | -1 | -3
- O=C(O)C[C@H]1c2ccccc2S(=O)(=O)N1C1CCCCC1
    -3%&-2% | . | 5%&3% | -2% | 0% | ? | -3% | . | -3
- COc1cc(C(=O)NCCN2C(=O)S/C(=C\c3ccc(F)cc3)C2=O)ccc1OCC(=O)N1CCOCC1
    0% | 0.2 | -2% | -6% | 6%[56.9 µM] | . | -2% | -9 | -6
- O=C(CN(Cc1ccccc1Cl)C(=O)c1ccc(CN2CCOCC2)o1)NCc1ccccc1
    -4% | 0.5 | -9% | -18% | -8% | 27% | 4% | -3 | -8
- COC(=O)c1nn(-c2ccc(OC)cc2)c(=O)cc1Oc1ccccc1
    -3% | -1.9 | 1% | 7% | -21% | 7% | -10% | -7 | -4
- CN(C)c1ccc(P(=O)(Nc2ccccc2)N2CCOCC2)c(NC(=O)c2cccs2)c1 (stereo not given)
    -2% | 1.1 | -3% | -6% | -9% | -28% | -8% | 1 | -1
- COc1ccc(OC)c(NC(=O)CCNS(=O)(=O)c2cccc3nsnc23)c1
    -6%&-2% | -0.6&0.6 | 0%&-4% | -10%&0% | -1%&11% | -1%&-18% | 3%&-17% | -3 | 2&-1
- O=C(NCCc1ccccc1)c1ccc2c(c1)N(Cc1ccc(F)cc1)C(=O)CS2
    -1% | 0.3 | 1% | 7% | 18% | -22% | 1% | . | -8
- CC(C)CCOCC(=O)Nc1cccc(C(=O)O)c1
    -9% | -0.6 | -8% | 5% | -27% | -9% | -8% | -2 | 4
- Cc1ccc(CS(=O)(=O)Cc2ccc(C(=O)NCCCN3CCOCC3)o2)cc1
    -3% | -0.7 | 0% | 1% | -19% | -7% | . | -13 | -1
- CCCCn1c(=N)c(S(=O)(=O)c2ccc(C)cc2)cc2c(=O)n3cc(C)ccc3nc21
    -1% | -0.1 | -3% | 3% | 14% | 0% | 0% | . | -8
- COc1ccc(-c2nc3ccccc3s2)cc1NC(=O)COc1ccc(C)cc1
    -1% | 0.1 | 1% | 0% | 13% | ? | -2% | . | 1

Values run as follows: GRP78 ERSR act | D2 ag | Vif-A3G inh | Vif-APOBEC3F blk | RGS4 inh | ALOX12 inh | ERG Ets-DNA blk | D2 antag | LDHA inh
- O=S(=O)(c1cccc(-c2nc3n(n2)Cc2ccccc2-3)c1)N1CCCCC1
    -7% | 0.7 | 3% | 5% | 23% | 0% | 2% | 16 | -5
- Cc1nn(C)cc1CN(C)C(=O)CC12CC3CC(CC(C3)C1)C2
    -1% | -0.2 | -1% | -14% | -10% | -5% | 8% | -12 | 0
- Cc1ccc(C(C)C)c(OCC(=O)Nc2ccc(-c3nc4ncccc4o3)cc2C)c1
    -2% | 0.4 | -3% | 0% | -14% | -17% | -4% | . | -4
- COc1ccc([C@H]2C[C@@H](O)[C@H](n3cc(COC(=O)c4ccccc4)nn3)CN2CC2CCCCC2)cc1
    9% | . | -15% | -3% | . | ? | . | . | -3
- COc1ccc(S(=O)(=O)Nc2cccc3c2O[C@H](CN(C)Cc2ccc(-c4ccccc4)cc2)[C@@H](C)CN([C@H](C)CO)C3=O)cc1
    -2% | . | -4% | 1% | -39% | -8% | -12% | . | 1
- CC(C)(C)OC(=O)N1CCCN(C(=O)Nc2ccccc2)CC1
    -3% | -0.2 | 0% | -19% | 10% | 158%[activator] | -9% | 8 | -8
- Cc1cccc(N2CC(C(=O)OCC(=O)c3c(N)n(CC(C)C)c(=O)n(C)c3=O)CC2=O)c1C (stereo not given)
    -3% | 0.7 | 5% | -4% | 15% | -5% | 0% | -6 | -4
- O=C(O)C(Oc1ccc2c(c1)oc(=O)c1ccccc12)c1ccccc1 (stereo not given)
    -3% | 1.0 | -19% | -12% | -29% | 41%[activator] | -6% | -9 | -3
- CCOC(=O)c1c(-c2ccc(C)cc2)csc1NC(=O)c1nc(SC(C)C)ncc1Cl
    -2% | 0.6 | -1% | 4% | -42% | -23% | -9% | . | -1
- CC(C)Oc1ccc(S(=O)(=O)N2CCOCC2)cc1NC(=O)C1=NN(c2ccccc2)C(=O)CC1
    -5% | 0.6 | 1% | -2% | -17% | 14% | 0% | 3 | -1
- CN(C)S(=O)(=O)c1ccc(Cl)c(-c2nnc3n2CCCCC3)c1
    -5% | -0.1 | 0% | -3% | -2% | ? | 5% | 11 | -8
- O=C(COC(=O)c1ccc[nH]c1=O)NCC1CCCO1 (stereo not given)
    1% | 2.4 | -1% | 9% | ? | ? | -1% | 23 | -7
- Cc1[nH]c2ccc(Br)cc2c(=O)c1CN1CCOCC1
    -4% | 0.4 | 1% | -16% | 30% | -21% | 0% | 2 | -2
- C/C(=N\NC(=O)COc1ccc(C(C)(C)C)cc1)c1ccc(OC(F)F)cc1
    -4% | -1.2 | 0% | -21% | 3% | 26% | 1% | -5 | 0
- C(=N/n1c2ccccc2c2ccccc21)/c1ccco1
    -2% | 0.0 | -9% | 6% | -24% | ? | -2% | 6 | 0
- O=C(Nc1ccc(Cl)cc1)Nc1nc(-c2ccccc2)cs1
    -1% | -0.4 | 10% | -2% | -22% | -2% | 0% | -7 | -14
- O=C(c1cc(C2CC2)nc2ccc(Br)cc12)N1N=C(C(F)F)CC1(O)C(F)F (stereo not given)
    -6% | 2.1 | -11% | -13% | -19% | 0% | 2% | 8 | 8

These rows are one share of the data. The share of hits here may be higher or lower than overall.
